hIAP activ = increases human intestinal alkaline phosphatase activity. AID 2524. 330,000 compounds, 0.16% hits. activation factor at 10 µM. purified human IAP, CDP-Star luminescence, 30 min; hits give high values; 1 = vehicle-only enzyme, 0 = enzyme-free background;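 active means activation factor of the enzyme at least 2-fold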; further: the source names both 10 and 20 µM as test concentration; values of inactives mirror those of a sister screen read the other way
Target sequence (P09923 whole entry, looked up): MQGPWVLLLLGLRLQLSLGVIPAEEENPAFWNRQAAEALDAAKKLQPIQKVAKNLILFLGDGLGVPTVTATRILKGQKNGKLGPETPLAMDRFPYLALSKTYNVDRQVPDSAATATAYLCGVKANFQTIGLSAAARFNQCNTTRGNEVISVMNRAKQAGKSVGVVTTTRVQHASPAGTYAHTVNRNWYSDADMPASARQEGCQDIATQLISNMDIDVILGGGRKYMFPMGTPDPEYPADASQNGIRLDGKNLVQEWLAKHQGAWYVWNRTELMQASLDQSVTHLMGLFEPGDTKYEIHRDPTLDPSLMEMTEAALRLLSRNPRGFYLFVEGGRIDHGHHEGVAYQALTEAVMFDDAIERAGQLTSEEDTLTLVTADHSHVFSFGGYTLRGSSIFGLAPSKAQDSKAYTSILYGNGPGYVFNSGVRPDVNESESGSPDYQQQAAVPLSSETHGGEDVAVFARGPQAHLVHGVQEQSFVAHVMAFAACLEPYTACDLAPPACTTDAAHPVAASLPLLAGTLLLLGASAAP
NALP3 yeast inh = blocks the NALP3 inflammasome reconstituted in yeast | Yeast reconstituted NLRP3/ASC/caspase-1, beta-gal luminescence, 24 h | inhibition, % at 10 µM | 330,000 compounds, 0.39% hits | AID 2825;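 active means inhibition of 50% or more; inactive means inhibition below 50%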;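 further: plate controls were induced DMSO wells for no effect and uninduced yeast grown without galactose for full effect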
ATG4B inhibitor = inhibitors of human ATG4B cysteine protease | AID 504462 | ATG4B cleavage of LC3-PLA2, NBD-HPC fluorescence, 1 h | 340,000 compounds, 0.51% hits | inhibition, % at 8.33 µM | Q9Y4P1; in the data active means inhibition above about 40%
Target sequence (Q9Y4P1 whole entry, looked up): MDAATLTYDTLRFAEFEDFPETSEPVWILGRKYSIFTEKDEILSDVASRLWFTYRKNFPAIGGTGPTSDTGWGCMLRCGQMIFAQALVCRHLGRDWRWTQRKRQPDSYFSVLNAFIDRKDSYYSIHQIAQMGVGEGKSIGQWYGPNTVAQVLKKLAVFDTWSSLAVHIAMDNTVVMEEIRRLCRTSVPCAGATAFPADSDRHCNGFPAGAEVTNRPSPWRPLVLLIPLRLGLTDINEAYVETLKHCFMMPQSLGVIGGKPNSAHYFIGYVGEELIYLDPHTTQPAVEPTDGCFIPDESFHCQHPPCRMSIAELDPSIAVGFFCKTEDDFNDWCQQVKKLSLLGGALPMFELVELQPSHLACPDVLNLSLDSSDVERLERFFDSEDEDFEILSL
TIM10 inh = growth inhibitors of TIM10 yeast strain. S. cerevisiae TIM10 strain growth, BacTiter-Glo luminescence, 24 h. inhibition, % at 10 µM. 330,000 compounds, 1.4% hits. AID 463195;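 active means inhibition of 40% or more at the single tested concentration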;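 further: wild-type TIM10 isogenic control strain grown at permissive 25 °C; 0% = DMSO yeast wells and 100% = minimal medium wells without yeast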
Apaf-1 inh = blocks human Apaf-1 apoptosome activity; O14727; reconstituted apoptosome caspase-3 activity, DEVD-Rh110 fluorescence; inhibition, % at 20 µM; AID 489030; 330,000 compounds, 0.71% hits; active means inhibition of at least 40% at 20 µM;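 further: plate controls were DMSO wells for no effect and DEVD-CHO caspase inhibitor wells for full effect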
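System: Apoptosome proteins | Medium: Hepes pH 7.5 with detergent and BSA | Also added: Cytochrome c trigger plus (Z-DEVD)2-Rh110 caspase-3 substrate | Incubation: 30 min compound preincubation, 50 min activation, room temperature | Detection: Rhodamine 110 fluorescence at Ex 480/Em 540 nm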
mIAP block = blocks mouse intestinal alkaline phosphatase | AID 2806 | inhibition, % at 10 µM | purified mouse IAP, CDP-Star luminescence, 30 min | 330,000 compounds, 0.2% hits;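 active means inhibition of at least 40% at 10 µM in the primary screen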;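 further: plate controls were DMSO with enzyme for no effect and no enzyme wells for full effect; values of inactives mirror those of a sister screen read the other way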
hIAP block = human IAP inhibition. P09923. purified IAP, CDP-Star luminescence, 30 min. inhibition, % at 10 µM. 330,000 compounds, 0.12% hits;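 active means inhibition reaching a set limit with compound at 10 µM in the primary screen, cut at about 35% in these data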;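 further: plate controls were DMSO wells with enzyme for no effect and no-enzyme buffer wells for full effect; values of inactives mirror those of a sister screen read the other way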
tim10-1 inh = inhibits growth of tim10-1 mutant yeast; AID 463190; S. cerevisiae tim10-1 ts strain growth, BacTiter-Glo, 24 h; inhibition, % at 20 µM; 330,000 compounds, 2.2% hits;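 active means inhibition of at least 40%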;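 further: mutant grown at 25 °C; 0% = DMSO wells with yeast and 100% = wells holding no yeast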
mIAP act = mouse IAP activation; 330,000 compounds, 0.24% hits; activation factor at 10 µM; AID 2805; muIAP, CDP-Star luminescence, 30 min; hits give high values; 1 = vehicle-only enzyme signal, 0 = enzyme-free wells;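 active means activation factor of at least 2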; further: the source names both 10 and 20 µM as test concentration; values of inactives mirror those of a sister screen read the other way
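also added = chemiluminescent substrate CDP-Star | test system = mouse IAP enzyme | signal = chemiluminescence readout | compound = DMSO-dissolved test compounds | incubation = 30 min at room temperature | benchmarks = DMSO wells, no-enzyme wells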
Starred values were filed as active, the others as inactive; · = not tested or not shown.

SMILES	hIAP activ	NALP3 yeast inh	ATG4B inhibitor	TIM10 inh	Apaf-1 inh	mIAP block	hIAP block	tim10-1 inh	mIAP act
CNC(=S)Nc1cc(Cl)ccc1Oc1ccccc1	1	15	10	1	-2	-29	-2	15	1.3
COc1ccc(C(=O)NCc2nnc(SCC(=O)N3CCCC3)o2)cc1	1	7	-9	0	5	1	-2	2	0.99
Cc1nn(CC(=O)N2CCN(C)CC2)c(=O)c2c1sc1ccccc12	0.98	17	13	-28	4	1	2	2	0.99
COc1cccc(NC(=S)N(CCc2c(C)[nH]c3ccccc23)Cc2cccs2)c1	0.86	3	-8	18	12	-6	14	15	1.1
Cc1cc(C)c(C(=O)CSc2nnc(N)s2)c(C)c1	0.97	13	-5	11	-4	7	3	-4	0.93
CC(=O)c1cccc(NC(=O)CCN2C(=O)C3CC=CCC3C2=O)c1 (centres undefined)	0.79	13	-8	12	-5	0	21	-11	1
Cc1nn(-c2cc(N3CCCCC3)ccc2N)c(=O)c2ccccc12	0.83	3	6	-3	-19	0	17	5	0.99
COc1ccc(C(=O)/C=C\c2ccc(NC(=O)c3cccs3)cc2)cc1	0.89	0	5	48*	6	10	11	43*	0.9
COc1ccc(NC(=O)CCC(=O)N2CCN(S(=O)(=O)c3ccc(C)cc3)CC2)c(OC)c1	0.88	19	-16	6	-5	5	12	8	0.95
Cc1ccc(/C=N/n2c(COc3ccccc3)n[nH]c2=S)cc1	0.94	40	8	36	8	12	6	21	0.88
CCOc1ccccc1/C=N/NC(=O)c1cccc(S(=O)(=O)N(CC)CC)c1	0.99	3	-6	1	-8	6	1	-1	0.94
NS(=O)(=O)c1ccc(NC(=O)CN2CCN(S(=O)(=O)c3cccs3)CC2)cc1	0.92	8	-14	-2	2	10	8	3	0.9
COc1ccccc1N1CCN(C(=O)c2ccccc2N(C)S(=O)(=O)c2ccc(C)cc2)CC1	1.2	15	-7	22	17	-2	-15	27	1
Cc1cc(C)nc(Nc2cccc(C(F)(F)F)c2)n1	1.1	21	0	13	5	-2	-11	-1	1
CN(C)CCNC(=O)Cc1ncc(C(F)(F)F)cc1Cl	1.1	13	1	-1	-7	-3	-7	7	1
CC(NC(=O)c1ccc(Br)o1)c1ccc(-n2ccnc2)cc1 (centres undefined)	1.2	9	4	-15	-3	-5	-16	-14	1.1
Cc1nc2ccc(N3C(=O)CCC3=O)cc2[nH]1	0.78	-3	2	2	-10	4	22	-1	0.95
O=[N+]([O-])c1cc(Cl)cc(/C=N/n2cnnc2)c1O	1	1	8	-6	-1	1	-2	17	0.99
CCOC(=O)C1(Cc2ccccc2C)CCCN(C(=O)CCC(=O)OC)C1 (centres undefined)	0.98	7	4	13	3	16	2	23	0.84
O=C(CN1C(=O)/C(=C\c2ccc(C(F)(F)F)cc2)Sc2ccccc21)NCc1ccco1	1.1	-4	5	19	17	-9	-6	18	1.1
CCN1CCN(C(=O)c2cc3c(=O)n4ccccc4nc3s2)CC1	1	14	-2	-3	-14	-11	-2	3	1.1
O=C(CN1CCN(C(=O)c2ccco2)CC1)Nc1ccccc1-c1ccccc1	0.77	10	-6	27	7	4	23	23	0.96
COC(=O)CCc1c(COC(C)=O)[nH]c(C(=O)OCc2ccccc2)c1C	0.95	0	-3	16	18	0	5	-1	1
O=C(NC1CC2CCC1C2)C1COc2ccccc2O1 (centres undefined)	1.1	13	-14	1	10	14	-6	15	0.86
O=C(/C=C/c1ccco1)NCC(=O)N/N=C/c1ccc([N+](=O)[O-])cc1	1	4	-17	1	7	-1	-1	22	1
COc1ccc(-c2c(-c3cc(OC)cc(OC)c3)n(C)c3ccc(-c4cnc(OC)nc4)cc23)cc1	0.85	16	4	4	29	-18	15	-1	1.2
CCOC(=O)Cn1cnc2c(nnn2-c2cccc(OC)c2)c1=O	1	9	3	8	5	2	-1	17	0.98
Cc1cccc(N(CC(=O)NCc2ccc(F)cc2)C(=O)c2csnn2)c1C	0.9	11	-1	16	1	-5	10	7	1.1
CC(C)C(OC(=O)c1oc2ccccc2c1CSC1CCCCC1)C(=O)NC(N)=O (centres undefined)	0.93	4	·	-14	16	2	7	-15	0.98
O=C(CN1CCC(C(=O)c2ccc(Cl)cc2)CC1)Nc1ccc2c(c1)OCCO2	0.84	12	-1	15	6	8	16	44*	0.92
CCC(=O)N1N=C(c2ccc(NS(=O)(=O)c3ccccc3)cc2)CC1c1ccco1 (centres undefined)	0.87	-1	-1	2	10	2	13	1	0.98
O=C(CN(Cc1ccco1)C(=O)CNS(=O)(=O)c1ccc(Cl)cc1)NCC1CCCO1 (centres undefined)	1	-6	4	1	-5	1	0	7	0.99
Cc1cccc([N+](=O)[O-])c1NC(=O)COC(=O)C1CCCO1 (centres undefined)	0.97	-3	-4	3	3	5	3	-15	0.95
COC(=O)c1ccc(SC)cn1	0.93	15	-1	2	-9	10	7	1	0.9
COc1ccc(NC(=O)c2cccc(N3C(=O)C4C5C=CC(C6CC56)C4C3=O)c2)c(OC)c1 (centres undefined)	0.98	-1	-8	-8	1	4	2	37	0.96
Cc1ccc(-n2nc3c(c2NC(=O)c2c(-c4ccccc4Cl)noc2C)CS(=O)(=O)C3)c(C)c1	0.91	3	-6	10	6	16	9	16	0.84
COc1ccc(S(=O)(=O)CCC(=O)Nc2c(C)n(C)n(-c3ccccc3)c2=O)cc1	1	14	-4	12	7	-10	-1	12	1.1
O=C(CN1C(=O)c2ccccc2S1(=O)=O)c1ccc2c(c1)OCCO2	1.3	11	1	-2	-10	-3	-25	-3	1
Cc1csc(SCC(=O)Nc2cccc3nsnc23)n1	0.98	14	-1	-21	1	3	2	4	0.97
CCCCNC(=O)[C@@H]1CC=C[C@@H]2CCN(Cc3ccc(Cl)c(Cl)c3)C(=O)[C@@H]21	0.97	16	-4	5	17	-10	3	33	1.1
O=C(O)c1cccc(S(=O)(=O)NCCC(c2ccccc2)c2ccccc2)c1	1	-8	-1	-6	0	-8	-4	11	1.1
Cc1cc(=O)n(C2CCS(=O)(=O)C2)[nH]1 (centres undefined)	1.1	11	7	8	28	-4	-9	28	1
CC(=O)Nc1ccc(N2CC(C)(C)C2=O)cc1	0.95	3	-11	-9	-58	-14	4	-4	1.1
CCc1ccc(NC(=O)c2ccc(OC)c([N+](=O)[O-])c2)cc1	0.96	37	11	29	8	18	4	18	0.82
CCc1ccccc1NC(=S)N(CCCN1CCOCC1)Cc1ccccn1	0.91	15	-1	2	-14	3	9	7	0.97

Compound profiles (already shown). Order of screens: hIAP activ	NALP3 yeast inh	ATG4B inhibitor	TIM10 inh	Apaf-1 inh	mIAP block	hIAP block	tim10-1 inh	mIAP act
`CC(=O)Nc1ccc(N2CC(C)(C)C2=O)cc1` across the screens: 0.95	3	-11	-9	-58	-14	4	-4	1.1
`COc1ccc(C(=O)NCc2nnc(SCC(=O)N3CCCC3)o2)cc1` across the screens: 1	7	-9	0	5	1	-2	2	0.99

A different layout for part of the listing above:
mol,hIAP activ,NALP3 yeast inh,ATG4B inhibitor,TIM10 inh,Apaf-1 inh,mIAP block,hIAP block,tim10-1 inh,mIAP act
Cc1csc(SCC(=O)Nc2cccc3nsnc23)n1,0.98,14,-1,-21,1,3,2,4,0.97
CCCCNC(=O)[C@@H]1CC=C[C@@H]2CCN(Cc3ccc(Cl)c(Cl)c3)C(=O)[C@@H]21,0.97,16,-4,5,17,-10,3,33,1.1
O=C(O)c1cccc(S(=O)(=O)NCCC(c2ccccc2)c2ccccc2)c1,1,-8,-1,-6,0,-8,-4,11,1.1
Cc1cc(=O)n(C2CCS(=O)(=O)C2)[nH]1 (centres undefined),1.1,11,7,8,28,-4,-9,28,1
CC(=O)Nc1ccc(N2CC(C)(C)C2=O)cc1,0.95,3,-11,-9,-58,-14,4,-4,1.1
CCc1ccc(NC(=O)c2ccc(OC)c([N+](=O)[O-])c2)cc1,0.96,37,11,29,8,18,4,18,0.82
CCc1ccccc1NC(=S)N(CCCN1CCOCC1)Cc1ccccn1,0.91,15,-1,2,-14,3,9,7,0.97

Following part:
SMILES	hIAP activ	NALP3 yeast inh	ATG4B inhibitor	TIM10 inh	Apaf-1 inh	mIAP block	hIAP block	tim10-1 inh	mIAP act
Cc1ccnc(Nc2nc(-c3ccc(Cl)cc3)cs2)c1	1.3	35	4	9	10	6	-26	17	0.94
O=C(CN(Cc1ccco1)S(=O)(=O)c1ccccc1)N/N=C/c1cccc(O)c1	1.1	16	-10	1	1	6	-11	-4	0.94
CS(=O)(=O)N(CC(=O)N/N=C/c1cc2c(cc1Br)OCO2)c1ccccc1Br	1.1	12	-19	-7	18	-6	-5	8	1.1
Cc1ccnc(SCCn2c(N3CCC(C)CC3)nc3c2c(=O)n(C)c(=O)n3C)n1	1.1	13	3	30	7	17	-6	45*	0.83
Cc1ccc(C(CNC(=O)Nc2ccccc2)N2CCN(C)CC2)cc1 (centres undefined)	1.4	-5	-1	11	9	3	-42	8	0.97
COc1nc(-c2ccncc2)nc2ccccc12	0.8	34	-12	23	3	2	20	30	0.98
O=C(O)CCC(=O)Nc1ccc(OCC(=O)O)cc1	0.97	9	-1	4	-18	0	3	10	1
CN1CCN(C(=O)c2cn(-c3ccccc3)nc2-c2cccnc2)CC1	1.3	18	2	6	8	-8	-30	11	1.1
COc1ccc(OC)c(NC(=O)Cc2csc(NC(=O)Nc3ccccc3OC)n2)c1	1.1	8	-23	6	14	-8	-15	23	1.1
COc1cc(C(=O)O)ccc1OCC(=O)N1CCOCC1	1	16	-3	-3	-3	9	-2	-12	0.91
CCOc1ccccc1OCC(=O)NNC(=O)Cn1cnc2c1c(=O)n(C)c(=O)n2C	1.7	18	-2	4	9	-8	-66	15	1.1
C=CCc1ccccc1OCC(O)CN1CCN(c2ccccc2F)CC1 (centres undefined)	0.78	25	9	-5	4	-4	22	23	1
CCCS/C(N)=N/N=C/c1cc(C)ccc1O	1.2	32	0	8	8	4	-24	27	0.96
O=C(CSc1nc2ccccc2c(=O)[nH]1)Nc1cccc([N+](=O)[O-])c1	1	9	2	10	-5	2	0	-4	0.98
Cc1c(Cl)cccc1NC(=O)Nc1ccc(C(N)=O)cc1	0.94	9	8	3	3	-40	6	5	1.4
Cc1ccc(NC(=O)Cc2n[nH]c(=S)n2C)cc1	0.99	2	-8	-2	-21	0	1	17	1
